# Compound activity from PubChem.
# C2C12 statin – protects C2C12 myotubes from simvastatin toxicity; rescue of ATP level, % at 7.49 µM; 330,000 tested, 0.78% active; ATP luminescence, 48 h; scaled: DMSO 0, geranylgeraniol control 100;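 active means mean ATP rescue above about 67%, or every replicate alone reaching that limit, limit read from the data, passing the limit was not always enough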;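 further: myotubes were challenged with 10 µM simvastatin during compound exposure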
# miR122 inh – miR-122 inhibition in Huh7 cells | 340,000 tested, 0.3% active | activation (reporter increase), % at 12.5 µM | AID 602342 | Huh7 miR-122 Renilla luciferase sensor, 48 h; neutral wells = 0, positive control = 100;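 active means mean replicate activation score at least 90 and every replicate individually at or above 90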;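 further: higher luciferase means less miR-122 activity so hits act as miR-122 inhibitors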
# Cneo AK release – causes C. neoformans cell lysis; adenylate kinase release luminescence, 4 h; normalised: neutral wells 0, clomiphene wells 100; 360,000 tested, 0.2% active; lysis activity, % at 15 µM; AID 651654;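 active means mean lysis activity across replicates of at least 80%, whatever share of replicates individually reach that level; inactive means mean lysis activity below 80%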
#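 Material – Cryptococcus neoformans yeast cells · Quantity – 5 × 10^6 yeast cells/mL · Buffer or medium – YPD medium · Compound – single dose · Timing – 4 h static compound exposure, 37 °C, read 1 h post-reagent · Signal – adenylate kinase release luminescence · Read-out basis – lysis from increased AK signal · Benchmarks – Clomiphene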
# esBAF inh – inhibitors of esBAF chromatin remodeling in mouse ES cells | Bmi1-luciferase knock-in reporter, 24 h; 100% = twice the neutral-well signal | reporter increase, % at 12.5 µM | 350,000 tested, 2% active | AID 602393; in the data active means activation above about 40%;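 further: 0% = median of the plate's neutral control wells and 100% = double that signal; a rise in the Bmi1 reporter signal indicates esBAF inhibition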
# ERp5 inh – blocks human ERp5 reductase activity on insulin. 350,000 tested, 0.05% active. inhibition, % at 9.99 µM. Q15084. ERp5 insulin aggregation, absorbance 650 nm, 90 min;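 active means mean replicate inhibition above about 25%, with every replicate also reaching it, limit read from the data, passing the limit was not always enough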
# Target sequence (Q15084 whole entry, looked up): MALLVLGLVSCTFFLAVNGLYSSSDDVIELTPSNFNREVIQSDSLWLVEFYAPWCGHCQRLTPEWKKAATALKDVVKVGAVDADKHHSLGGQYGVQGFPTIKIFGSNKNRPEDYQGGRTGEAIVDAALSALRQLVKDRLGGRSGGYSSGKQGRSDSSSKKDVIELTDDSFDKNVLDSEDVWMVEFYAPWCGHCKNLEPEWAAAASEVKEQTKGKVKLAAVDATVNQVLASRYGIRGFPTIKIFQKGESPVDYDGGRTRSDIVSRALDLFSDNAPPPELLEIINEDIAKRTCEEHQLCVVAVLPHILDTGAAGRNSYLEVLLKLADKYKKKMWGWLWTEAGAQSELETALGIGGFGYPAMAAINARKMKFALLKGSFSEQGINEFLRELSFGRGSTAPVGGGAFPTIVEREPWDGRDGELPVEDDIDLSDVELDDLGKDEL
# ARNT-TACC3 inh – disruptors of human ARNT/TACC3 interaction | Q9Y6A5 | inhibition, % at 9.99 µM | AlphaScreen His-ARNT PAS-B/GST-TACC3 binding, luminescence; TACC3 fragment carries E629A point mutation | 390,000 tested, 0.66% active;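 active means mean inhibition of replicates at least 50% and at least half of replicates each reaching 50%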;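 further: 0% = complete ARNT plus TACC3 wells and 100% = ARNT alone without TACC3; many hits fall short of the cut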
# SIRT5 block – inhibitors of human sirtuin-5 desuccinylase | Q9NXA8 | Purified SirT5, succinyl-peptide AMC, trypsin-coupled fluorescence | inhibition, % at 15 µM | 330,000 tested, 1.1% active | AID 652115; in the data active means inhibition above about 15%
# Target sequence (Q9NXA8 whole entry, looked up): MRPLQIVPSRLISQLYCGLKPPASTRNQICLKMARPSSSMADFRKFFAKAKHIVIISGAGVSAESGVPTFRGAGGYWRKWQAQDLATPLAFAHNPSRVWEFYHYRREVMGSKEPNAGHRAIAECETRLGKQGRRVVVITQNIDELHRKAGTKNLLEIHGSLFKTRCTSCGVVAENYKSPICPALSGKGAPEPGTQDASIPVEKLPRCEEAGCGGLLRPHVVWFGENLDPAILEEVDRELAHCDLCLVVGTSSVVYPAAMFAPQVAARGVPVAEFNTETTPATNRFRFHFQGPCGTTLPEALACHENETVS
# Numbers without * were called inactive; x = no result given; & = joins results of further samples; [ ] = another dose, or the depositor's remark.
# Order of results – miR122 inh	C2C12 statin	ERp5 inh	Cneo AK release	esBAF inh	ARNT-TACC3 inh	SIRT5 block
- C[C@H]1CN([C@@H](C)CO)C(=O)Cc2cc(NS(=O)(=O)c3ccc(Cl)cc3)ccc2O[C@H]1CN(C)Cc1ccncc1
 : -1[16.7 µM]	-8	4	-1	-1	0	-2
- Cc1ccc(N2CCC(N3CCN(C)C(CCO)C3)CC2)cc1 (stereo unspecified)
 : 7	7	-1	-1	-4	4	-3
- CC(=O)Nc1ccc(C(=O)NNC(=O)C2CC2)cc1
 : x	8	1	0	-2	-7	-1
- C/C(Cl)=C/CSc1nn2c(=O)c3ccccc3nc2s1
 : x	2	3	-10	34	21	-1
- O=C(N[C@H]1CC[C@@H](CCNS(=O)(=O)c2ccc(F)cc2)O[C@@H]1CO)c1cccnc1
 : x	-3	2	51	0	-5	1
- COc1cccc(-c2nnc(NC(=O)c3cccc(F)c3)o2)c1
 : -5	1	4	-3	2	16	-6
- O=C(CSCc1ccccc1)N1CCN(S(=O)(=O)c2cccc(F)c2)CC1
 : -1	2	1	-2	2	-19	-1
- C/C=C/c1ccc2c(c1)O[C@@H](CN(C)C(=O)Cc1ccccn1)[C@@H](C)CN([C@H](C)CO)S2(=O)=O
 : 7[16.7 µM]	x	7	-4	2	-3	-2
- c1cc(CNc2ccc3c(c2)OCO3)ccn1
 : 7	-12	x	-5	9	31	x
- CC(=O)Nc1cc2c(ccc3ccccc32)oc1=O
 : -7	x	4	x	x	x	-9
- COc1ccc(NC(=O)N(C)C[C@@H]2Oc3cc(-c4ccc(C)cc4)ccc3S(=O)(=O)N([C@H](C)CO)C[C@H]2C)cc1
 : 17[16.7 µM]	-3	4	2	0	-4	10
- O=c1cc(-c2ccccc2)nc2nc(CCc3ccccc3)[nH]n12
 : 0	-6	x	-5	-10	-4	x
- Fc1ccc(C2CC(c3ccc(F)cc3)n3ncnc3N2)cc1 (stereo unspecified)
 : -9	3	x	0	-5	-9	x
- Cn1c(CNC(=O)CNC(=O)c2ccccc2)cc(=O)n(C)c1=O
 : 3	-14	-9	1	4	1	-4
- O=C(NCC(c1ccco1)N1CCc2ccccc2C1)c1ccc([N+](=O)[O-])cc1 (stereo unspecified)
 : -1	6	13	2	x	6	-2
- COc1ccc(/C=C/c2cc(C(=O)O)c3ccccc3n2)cc1
 : -3	x	-5	-2	x	-8	2
- CCC(C(=O)OC)n1cnc2c(nnn2-c2ccccc2)c1=O (stereo unspecified)
 : -4	2	-1	3	-3	x	-2
- CC(=O)Nc1sc(C)c(C)c1C(=O)OCC(=O)N(CC(C)C)c1c(N)n(Cc2ccccc2)c(=O)[nH]c1=O
 : -1	-259	8	0	-7	-5	-11
- O=C(Nc1ccc(C(F)(F)F)cc1[N+](=O)[O-])O[C@H]1[C@H](Cc2ccccc2)NS(=O)(=O)[C@H]2C[C@@H]3C=C[C@]12O3
 : -3	22	2	2	-5	2	-1
- Cc1ccc(NC(=O)Nc2c(C)[nH]c(=O)[nH]c2=O)cc1Cl
 : 6	0	-1	-1	-7	-2	0
- CN(Cc1cccs1)C(=O)C1CCN(S(=O)(=O)c2ccccc2)CC1
 : x	4	-4	1	4	-1	0
- Cc1cccc(CN2CCN(C3CN(Cc4cn(Cc5ccccc5C(F)(F)F)nn4)S(=O)(=O)C3)CC2)c1 (stereo unspecified)
 : 1	-4	5	1	-4	x	4
- COc1ccccc1N1CCN(C(=O)c2sc3nc(C)nc(N4CCN(c5ccccn5)CC4)c3c2C)CC1
 : -8	-13	-5	0	5	x	1
- CC(NC(=O)c1cccc(S(=O)(=O)N2CCCCCC2)c1)c1ccccc1 (stereo unspecified)
 : -5	11	-2	-1	3	-7	-10
- O=C(O)c1ccc(NS(=O)(=O)c2ccc(N3C(=O)CCC3=O)cc2)cc1
 : x	22	-1	-5	-4	-9	0
- COc1ccc(-c2nc(NCCCN(C)C)c3ccccc3n2)cc1
 : -5	1	-4	0	11	31	3
- CCN(C(=O)COC(=O)c1cccc(S(=O)(=O)N2CCOCC2)c1)C1CCS(=O)(=O)C1 (stereo unspecified)
 : -6	-6	-4	-2	-1	-4	0
- CC(=O)N(C)C[C@H]1Oc2cc(-c3cccc(C#N)c3)ccc2S(=O)(=O)N([C@@H](C)CO)C[C@@H]1C
 : -4[16.7 µM]	1	-2	2	-4	1	10
- CC(=O)Nc1cc(-c2cccc(C(=O)NCCN(C)C)c2)cn2c(-c3ccc(F)c(Cl)c3)cnc12
 : -6	-13	0	19	6	x	-17
- COc1ccc(-c2nc(NC(=O)c3ccco3)sc2C)cc1
 : -1	11	-4	0	65*	x	0
- CCCN1C(=O)c2ccccc2NC1c1ccc(C)cc1 (stereo unspecified)
 : x	x	-6	x	x	-10	-25
- O=c1oc(Cl)c(Cl)c2ccccc12
 : 1	3	4	2	7	-5	-1
- C[C@@H]1CN([C@@H](C)CO)C(=O)c2ccccc2-c2ccccc2CO[C@@H]1CN(C)S(=O)(=O)c1ccc(Cl)cc1
 : x	-5	1	46	0	9	5
- Cc1cc(C)c(O)c(-c2cc(C(=O)NCc3ccccc3)[nH]n2)c1
 : 2	-2	x	-4	-3	5	x
- Nc1nc2c(ncn2[C@H]2C[C@H](O)[C@@H](CO)O2)c(=O)[nH]1
 : 4	1	-3	-2	2	-3	3
- C[C@@H]1CN([C@H](C)CO)C(=O)c2cccc(NC(=O)Nc3ccc(F)cc3)c2O[C@@H]1CN(C)C
 : 0[16.7 µM]	6	1	46	3	x	8
- N/C(=N\OC(=O)Cc1ccccc1[N+](=O)[O-])c1ccccn1
 : x	x	-3	x	x	3	0
- CO[C@H]1CN(C)C(=O)c2ccc(NC(=O)Nc3c(C)noc3C)cc2OC[C@@H](C)NC[C@@H]1C
 : x	18	0	12	-7	x	2
- CCOC(=O)CSc1nc2c(c(=O)[nH]c(=O)n2C)n1CCc1ccccc1
 : -1	1	x	3	3	-4	x
- O=C(Cn1cccc1C(=O)c1ccccc1)NCc1ccccc1
 : 4	4	x	1	28	-3	x
- O=C(Nc1ncc(C(F)(F)F)cc1Cl)C1COc2ccccc2O1 (stereo unspecified)
 : 1	7	x	6	-1	-8	x
- COc1cccc(-c2cc(C(F)(F)F)nc(-n3cccn3)n2)c1
 : 2	x	x	1	x	3	x
- CS(=O)(=O)N1CCc2cc(C(=O)N3CCN(c4ccccc4)CC3)ccc21
 : -1	-6	-5	0	10	1	-3
- CC(C)NC(=O)N(C)C[C@H]1OCCCC[C@H](C)Oc2ccc(NC(=O)Cc3ccccc3)cc2C(=O)N([C@@H](C)CO)C[C@@H]1C
 : 1[16.7 µM]	x	6	0	x	-3	5
- Cn1c(=O)c2sccc2n2c(CCCC(=O)NCCc3ccc(S(N)(=O)=O)cc3)nnc12
 : -4	-3	3	0	-4	0	-7
- Cc1ccc2[nH]c(=O)c(CN(Cc3cccs3)S(=O)(=O)c3ccc4c(c3)OCCO4)cc2c1
 : x	x	2	x	x	-8	1
- O=C(CN(Cc1ccc(F)cc1)C(=O)CNS(=O)(=O)c1ccc(F)cc1)NCC1CCCO1 (stereo unspecified)
 : 5	0	-1	1	-4	0	-3
- CC(C)CNC(=O)CSc1ccc(S(=O)(=O)N(C)C2CCCCC2)cn1
 : x	x	0	x	x	-2	-2
- NNC(=O)c1oc2nc(-c3ccc(Cl)cc3)cc(-c3ccccc3)c2c1N
 : -6	38	-5	0	12	-5	-4
- O=C(Nc1ccccc1)c1cc(C2CCCCN2S(=O)(=O)c2cccs2)on1 (stereo unspecified)
 : -2	3	3	-2	82*	x	x
- C[C@@H]1CN([C@H](C)CO)C(=O)c2cc(NC(=O)C3CC3)ccc2O[C@@H]1CN(C)Cc1ccc(Oc2ccccc2)cc1
 : 7[16.7 µM]	38	1	14	-3	4	11
- CC(Cc1ccccc1)C(=O)N1CCN(C)CC1 (stereo unspecified)
 : x	-7	1	0	-4	-6	-1
- COc1ccc(-c2nc(=S)c3c(n2CCN2CCOCC2)CC(C)(C)OC3)cc1
 : -3	x	x	-1	x	-3	x
- O=C(O)C1C2CCC(C2)C1C(=O)NCc1ccccn1 (stereo unspecified)
 : -4	6	x	0	4	0	x
- CO[C@@H]1CN(C)C(=O)c2ccc(NC(=O)C3CC3)cc2OC[C@H](C)N(C)C[C@@H]1C
 : x	4	-1	-3	-6	1	x
- CCOc1ccccc1NC(=O)NNC(=O)c1ccc2ccccc2c1
 : 10	x	0	1	x	-98	0
- Cc1ccc(C(=O)N2N=C(c3ccccc3O)CC2c2ccccc2)cc1 (stereo unspecified)
 : x	39	-12	0	15	8	-5
- Clc1c(CSc2nc3ccccc3o2)nc2sccn12
 : x	-16	x	0	-28	-4	x
- COc1ccc(N2CCN(C(=O)C3CCCO3)CC2)cc1 (stereo unspecified)
 : 0	-4	x	-4	4	5	x
- CC1CCCN(C(=O)COC(=O)c2n[nH]c3ccccc23)C1 (stereo unspecified)
 : 6	-5	x	-1	70*	-3	x

# (cont.)
# Order of results – miR122 inh	C2C12 statin	ERp5 inh	Cneo AK release	esBAF inh	ARNT-TACC3 inh	SIRT5 block
- O=[N+]([O-])c1cc(C(F)(F)F)ccc1NCCNC(=S)Nc1ccc(Cl)cc1
 : x	x	1	x	x	13	-7
- CCOc1ccc(CN(C)C(=O)CNC(=O)c2ccc(Br)o2)cc1OC
 : -4	19	-3	0	4	1	-1
- Cc1cc(C(=O)N/N=C/c2ccco2)c2ccccc2n1
 : x	x	3	x	x	1	-1
- CC(=O)N(c1ccccc1Cl)S(=O)(=O)c1ccc(Cl)cc1
 : x	x	-3	x	x	-6	-5
- CC(=O)Nc1ccc(NC(=O)Cc2ccc(S(=O)(=O)N3CCCCC3)s2)cc1
 : 1	x	x	1	x	-2	x
- Cc1nnc(NC(=O)c2ccc3nccnc3c2)s1
 : x	-5	-13	x	16	1	16*
- CN1C(=O)c2cc(NC(=O)c3ccc4c(c3)OCO4)ccc2OC[C@@H]2O[C@@H](CC(=O)O)CC[C@H]21
 : -8[16.7 µM]	-1	3	0	-5	-1	3
- Cc1ccc2nsnc2c1NC(=O)Cc1ccc(Cl)cc1
 : -2	2	-1	0	8	-3	-2
- NC(N)=NC(N)=NCCc1ccccc1
 : -5	-11	-6	2&1	9&-4	3&4	-1
- Cc1cccc(/C=N/NC(=O)c2ccc(NC(=O)c3ccc(Cl)cc3)cc2)n1
 : x	3	-3	4	9	-1	-2
- COc1cc(NC(=O)CCn2c(=S)[nH]c3ccccc3c2=O)cc(OC)c1OC
 : 1	4	2	-2	-6	x	-1
- Cc1ccccc1NC(=O)CSc1nc(-c2ccccc2)cc(=O)[nH]1
 : -2	4	-1	-1	-7	9	8
- CCCNC(=O)N1C[C@H](O)COC[C@H]2O[C@H](CC(=O)N[C@H]3CCN(Cc4ccccc4)C3)CC[C@@H]21
 : 0[16.7 µM]	13	0	-1	1	-2	1
- CCCC(=O)Nc1ccc2c(c1)C(=O)N(C)C[C@@H](OC)[C@@H](C)CN(C(=O)CC)[C@@H](C)CO2
 : -2[16.7 µM]	-1	x	x	1	x	x
- COc1ccc(CN(C)C[C@@H]2OCCCC[C@H](C)Oc3ccc(NC(=O)Nc4ccccc4)cc3C(=O)N([C@@H](C)CO)C[C@@H]2C)cc1
 : -1[16.7 µM]	x	x	4	1	-7	x
- Cc1ccc(S(=O)(=O)NCC[C@@H]2CC[C@H](NS(=O)(=O)c3ccccc3Cl)[C@@H](CO)O2)cc1
 : x	8	1	1	4	-8	0
- CC1CCN(C(=O)CSC2=NS(=O)(=O)c3cc(F)ccc3N2)CC1
 : x	3	3	1	5	-4	-1
- C[C@@H]1CN([C@H](C)CO)C(=O)CCCn2cc(nn2)CO[C@@H]1CN(C)Cc1cccc(C(=O)O)c1
 : -6[16.7 µM]	2	2	2	-3	0	0

# Sorted by count of non-hydrogen atoms (smallest number first): part of the list above
# Order of results – miR122 inh	C2C12 statin	ERp5 inh	Cneo AK release	esBAF inh	ARNT-TACC3 inh	SIRT5 block
- CCOc1ccc(CN(C)C(=O)CNC(=O)c2ccc(Br)o2)cc1OC
 : -4	19	-3	0	4	1	-1
- Cc1cccc(/C=N/NC(=O)c2ccc(NC(=O)c3ccc(Cl)cc3)cc2)n1
 : x	3	-3	4	9	-1	-2
- CCCC(=O)Nc1ccc2c(c1)C(=O)N(C)C[C@@H](OC)[C@@H](C)CN(C(=O)CC)[C@@H](C)CO2
 : -2[16.7 µM]	-1	x	x	1	x	x
